# Source: PubChem
# XIAP antagonists = small molecules displacing peptide from XIAP – biochemical, IAP family, fluorescence polarization (AID 1018). displacement, % at 20 µM; hits with a dose series show IC50 in µM. XIAP BIR domain, fluorescence polarization peptide displacement; higher % means a stronger effect. 0.007% of 200,000 active; in the data active means displacement above about 50%; further: a part of the inactive calls stands beside numbers as strong as those of hits
# Large T inhibition = TAg ATPase/helicase activity blockers – biochemical (AID 1903) | 0.39% of 310,000 active | SV40 large T antigen ATPase/helicase inhibition assay; higher % means a stronger effect | inhibition, % at 20 µM, or IC50 in µM where a hit was titrated; in the data active means a potency from the dose series; further: strong numbers were not always called active
# West Nile virus CPE = inhibition of WNV-induced cytopathic effect – cell-based, CPE readout (AID 1621). West Nile virus-infected cells, CPE inhibition; higher % means a stronger effect. CPE inhibition, % at 10 µM, or IC50 in µM where a hit was titrated. 0.02% of 290,000 active; in the data active means a potency from the dose series; further: strong numbers were not always called active
# WT yeast gro inh = growth inhibition of WT yeast, mitochondrial fusion screen; mitochondrial fusion phenotypic screen, WT strain; inhibition, % at 10 µM; 2.1% of 190,000 active; in the data active means inhibition above about 58%; tested in S. cerevisiae
# Yfh1-off respiration = mitochondrial function rescue without frataxin homolog – Friedreich's ataxia, plus single-dose screen, dose response (AID 1465). S. cerevisiae Yfh1-off respiration, WST-1 reduction, 72 h; higher fold induction means a stronger effect. fold induction at 50 µM, or EC50 in µM where a hit was titrated. 0.074% of 220,000 active;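 active means fold induction of absorbance versus untreated yeast above a set limit, then at least 30% activation at any dose in follow-up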;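 further: activators that raise dye reduction in frataxin-depleted yeast; strong numbers were not always called active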
# RSV CPE inhibition = inhibition of RSV-induced cytopathic effect – HEp-2 cells, primary 10 µM value included (AID 2391); HEp-2 cells, RSV-induced CPE inhibition; higher % means a stronger effect; 0.13% of 310,000 active; CPE inhibition, % at 10 µM; hits with a dose series show IC50 in µM; in the data active means a potency from the dose series; further: strong numbers were not always called active
# UTI89 phage lysis = inhibition of K1F phage lysis, E. coli UTI89, bacterial capsule biogenesis inhibitors, alamar blue (AID 488966) | 0.02% of 340,000 active | E. coli UTI89 K1F phage lysis, alamar blue, 2 h; higher % means a stronger effect | one-dose inhibition, % at 100 µM; IC50 in µM for titrated hits;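 active means phage lysis inhibition, versus mean bacterial control, above a set limit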;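 further: capsule biogenesis inhibitors block K1F phage lysis so surviving cells raise fluorescence; higher fluorescence means more inhibition of phage lysis; actives were called in the ten point dose series up to 300 µM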
# CSM14.1 death rescue = protection against thapsigargin-triggered cell killing – 384-well, CSM14.1, ATP luminescence, primary screen (AID 1222); CSM14.1 thapsigargin-induced death rescue, ATP luminescence; higher % means a stronger effect; cellular ATP content (survival), % at 20 µM, or EC50 in µM where a hit was titrated; 190,000 tested, under 10 active;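 active means EC50 below 50 µM in the dose-response confirmation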;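 further: death triggered by thapsigargin at about 15 µM added after 2 h compound pretreatment; cell ATP read after overnight thapsigargin exposure of roughly 18 to 22 hours; normalized against plate controls of thapsigargin alone and 5% DMSO vehicle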
# NS5 inhibitors = flavivirus cap methylation enzyme inhibition – biochemical, confirmation dose response, primary screen (AID 588689) | 0.3% of 340,000 active | Dengue-2 NS5 methyltransferase capping enzyme assay, biochemical; higher % means a stronger effect | one-dose inhibition, % at 25 µM; IC50 in µM for titrated hits; in the data active means a potency from the dose series
# WT yeast gro inh mutant strain = also measured in WT yeast gro inh; calls as there; inhibition, %; mitochondrial fusion phenotypic screen, mutant strain inhibition
# NS5 inhibitors pilot replicate = further read-out of NS5 inhibitors, marked with its call; inhibition, %; measured here: pilot screen replicate inhibition
# * hit, by the source's call; i = inactive; nt = not tested or not shown; [ ] = dose if it differs, or a comment. Hits appear at their usual frequency. Share with any hit: about 2.2%.
SMILES,XIAP antagonists,Large T inhibition,West Nile virus CPE,WT yeast gro inh,WT yeast gro inh mutant strain,Yfh1-off respiration,RSV CPE inhibition,UTI89 phage lysis,CSM14.1 death rescue,NS5 inhibitors,others
CC1Cc2nc(SCC(=O)NCc3ccccc3)n(Cc3ccccc3)c(=O)c2S1 (stereo not drawn),-9.8%,1%,-0.3%,-5,-10,i,0.3%,-1.2%,nt,-4%,
O=C(Nc1cccc(F)c1)NC1CCN(Cc2ccccc2)CC1,-11%,8%,-1.4%,8,11,i,-0.2%,0.1%,-1.0%,-7%,
COCCOc1cc(NC(=O)CS(=O)CC(=O)N(C)C)c(Cl)cc1Cl (stereo not drawn),-3.8%,1%,-0.2%,7,8,i,1.9%,1.7%,-0.4%,0%,
CCC(C)NC(=O)Cn1ccc2cc(S(=O)(=O)N3CCCCCC3)ccc21 (stereo not drawn),nt,2%,0.7%,nt,nt,nt,1.9%,0.1%,nt,-3%,
COc1ccccc1CCNS(=O)(=O)c1ccc(C(=O)O)n1C,nt,5%,0.1%,nt,nt,i,2.7%,0.0%,nt,9%,
O=C(c1cccc(S(=O)(=O)N2CCN(c3ccccc3)CC2)c1)N1CCCCCCC1,nt,18%,nt,nt,nt,nt,19%,0.9%[50 µM],nt,-6%,
CC(=O)N1CCN(C(=O)c2cc(-c3cccc4ccccc34)nc3ccccc23)CC1,nt,28%,-0.3%,nt,nt,nt,3.5%,-0.1%,nt,-3%,
Cc1cc(Br)ccc1N=C1NC(=O)CS1,nt,5%,0.9%,nt,nt,nt,2.0%,-1.6%,nt,nt,
Cn1c(=O)c2c(nc(NCCNC(=O)c3ccco3)n2Cc2ccccc2)n(C)c1=O,nt,11%,-0.5%,nt,nt,nt,4.3%,0.2%,nt,-3%,
COc1cc(C(=O)OCC(=O)NC(=O)c2cccn2C)ccc1OC(F)F,-8.9%,13%,0.1%,14,2,i,3.2%,0.5%,nt,-5%,
CCN(CC)CCCN(Cc1cc2cc3c(cc2[nH]c1=O)OCO3)C(=S)NCc1ccco1,-5.9%,11%,0.9%,-13,6,i,-1.5%,-0.5%,-0.3%,-4%,
CCN(C(=O)c1ccc(S(=O)(=O)N2CCC(C)CC2)cc1)C1CCS(=O)(=O)C1 (stereo not drawn),nt,10%,nt,nt,nt,nt,-1.0%,0.4%[50 µM],nt,-2%,
CCOC(=O)C1=C(O)C(Nc2nccs2)(C(F)(F)F)N=C1C (stereo not drawn),-4.6%,-4%,nt,-3,-5,nt,1.2%,0.0%,1.4%,1%,
CCc1ncc(C(O)c2cccc(OC)c2OC)n1C (stereo not drawn),-2.2%,20%,-0.7%,-1,-1,i,0.5%,0.2%,-0.5%,1%,
O=P(c1ccccc1)(c1ccccc1)C(O)c1ccc(Br)cc1 (stereo not drawn),nt,12%,-1.0%,nt,nt,nt,1.2%,-0.7%,nt,nt,
O=C(Nc1ccc2c(c1)nc1n2CCOC1)C1CCCCC1,-3.7%,7%,-0.3%,19,10,i,3.3%,1.3%,-1.9%,-5%,
CC(C)NC(=O)c1ccccc1NC(=O)C(C)Oc1ccccc1 (stereo not drawn),-4.2%,25%,-0.6%,13,3,i,2.2%,1.2%,-1.2%,-4%,
Nc1nc(SCc2ccc(Cl)cc2)ns1,0.5%,21%,0.2%,0,-4,i,-0.9%,-0.3%,-0.3%,-5%,
CCN(Cc1nc(-c2ccccc2)no1)C(=O)c1ccc2c(c1)OCO2,nt,-5%,-0.4%,nt,nt,nt,8.6%,0.0%,nt,2%,
COCCn1c(SCC(=O)NCCc2ccccc2)nnc1-c1ccco1,-2.6%,4%,0.5%,4,12,i,0.4%,8.6%,2.5%,-11%,
Fc1ccc(C2CCNCC2COc2ccc3c(c2)OCO3)cc1 (stereo not drawn),nt,6%,2.2%,nt,nt,nt,-0.7%,0.9%[50 µM],nt,-3%,
CCOc1ccccc1NS(=O)(=O)c1ccc(-n2cccn2)cc1,nt,5%,-0.1%,nt,nt,nt,5.9%,0.0%,nt,-11%,
c1ccc(Cn2c(-c3ccccc3)nc3nc4ccccc4nc32)cc1,-0.2%,2%,-1.0%,8,3,i,0.5%,0.2%,12%,1%,
CCOc1ccc(C(C)NC(=S)NCc2ccc(Cl)cc2)cc1 (stereo not drawn),-3.6%,8%,-1.8%,35,16,i,-2.8%,-0.8%,-0.4%,-9%,
COc1ccc(CCN2C(=O)CC(N3CCN(S(=O)(=O)c4ccccc4)CC3)C2=O)cc1OC (stereo not drawn),-1.1%,-1%,-0.9%,-8,-2,i,11%,-0.6%,0.1%,-11%,
COc1ccc(C(=O)NCC(=O)NCC(=O)OCC(=O)c2ccc(C)cc2)cc1,nt,22%,-0.3%,nt,nt,nt,-0.3%,-0.1%,nt,-2%,
CN(CC(=O)Nc1cccc(F)c1)C(=O)c1ccc(C2SCCS2)cc1,nt,6%,nt,nt,nt,nt,3.6%,-0.8%,nt,-3%,
CC(=O)N1CCN(S(=O)(=O)c2cccc(C(=O)Nc3nc4ccccc4[nH]3)c2)CC1,-6.7%,-2%,0.0%,16,11,i,0.7%,-0.2%,-0.9%,-13%,
Cc1ccc(NC(=O)COc2ccccc2C(=O)NCCN(C)C)cc1,-8.7%,17%,nt,12,9,i,-2.1%,nt,-1.2%,nt,
CCOC(=O)N1CCN(C2=CC(=O)OC23CCCCC3)CC1,-3.1%,-8%,0.4%,-19,-11,i,-1.6%,4.7%,-0.3%,0%,
CC(C)Sc1nc2sc(-c3ccccc3)cc2c(=O)n1N,-1.9%,7%,0.3%,46,-4,i,3.0%,0.8%,0.2%,-6%,
Cc1ccc2nc3c(cc2c1)c(NS(=O)(=O)c1ccccc1)nn3CC(C)C,-2.1%,5%,nt,3,9,nt,2.9%,-0.5%,-2.0%,8%,
COc1ccc(/C=C/C(=O)Nc2cccc(S(=O)(=O)NC3=NCCCCC3)c2)cc1,nt,26%,0.0%,nt,nt,i,41%,-0.7%[50 µM],nt,-5%,
O=C(NCC(=O)N1CCc2ccccc2C1)c1ccccc1Cl,nt,20%,0.1%,nt,nt,nt,2.1%,0.1%[50 µM],nt,-9%,
COC(=O)c1cc2c(ccn2-c2ccc(F)cc2)n1CC(C)C,-5.5%,6%,-0.1%,-3,-21,i,1.0%,0.8%,-0.8%,-9%,
CCS(=O)(=O)c1nc(S(=O)(=O)c2ccc(Cl)cc2)c(N2CCC3(CC2)OCCO3)s1,nt,-3%,0.7%,nt,nt,nt,3.4%,0.3%,nt,3%,

# Filtered by structure: the entries above with bromine
SMILES,XIAP antagonists,Large T inhibition,West Nile virus CPE,WT yeast gro inh,WT yeast gro inh mutant strain,Yfh1-off respiration,RSV CPE inhibition,UTI89 phage lysis,CSM14.1 death rescue,NS5 inhibitors,others
Cc1cc(Br)ccc1N=C1NC(=O)CS1,nt,5%,0.9%,nt,nt,nt,2.0%,-1.6%,nt,nt,
O=P(c1ccccc1)(c1ccccc1)C(O)c1ccc(Br)cc1 (stereo not drawn),nt,12%,-1.0%,nt,nt,nt,1.2%,-0.7%,nt,nt,

# (next part)
SMILES,XIAP antagonists,Large T inhibition,West Nile virus CPE,WT yeast gro inh,WT yeast gro inh mutant strain,Yfh1-off respiration,RSV CPE inhibition,UTI89 phage lysis,CSM14.1 death rescue,NS5 inhibitors,others
CCOC(=O)Cn1c(C)nc2ccccc21,1.0%,2%,0.1%,10,-4,i,1.2%,1.0%,1.1%,nt,
O=C(O)C(Cc1ccc(Cl)cc1)Sc1nc2ccccc2[nH]1 (stereo not drawn),nt,5%,-0.1%,nt,nt,nt,0.8%,-0.2%[50 µM],nt,-2%,
O=C(NCCc1ccccc1)c1ccc(=O)oc1,-4.8%,4%,0.1%,-9,4,i,0.1%,-1.2%,-0.2%,-2%,
CS(=O)(=O)N(CC(=O)NC1CCCC1)c1ccc2c(c1)OCCO2,-2.5%,25%,-0.3%,-18,8,i,0.1%,4.9%,-2.3%,-2%,
CCC1C(C#N)=C(SC)NC2=C1C(=O)CC(C)(C)C2 (stereo not drawn),-0.8%,-1%,-0.4%,-1,-17,i,-0.6%,0.7%,4.0%,-8%,NS5 inhibitors pilot replicate=-3.2
Cc1ccc(CS(=O)(=O)CCC(=O)NCCCN2CCCC2)cc1,-3.8%,16%,0.4%,-23,-42,i,0.1%,-2.2%,-1.3%,0%,
CNC(=S)N/N=C(\C)c1ccc(Cl)s1,37%,6%,0.3%,0,-11,i,2.8%,1.9%[50 µM],-0.1%,3%,
Cc1cc(NC(=O)CC2CCCC2)ccc1Br,nt,5%,-1.3%,nt,nt,nt,16%,1.4%,nt,-13%,
CCN1CCN(S(=O)(=O)c2ccc3c(c2)NC(=O)CS3)CC1,nt,-3%,0.8%,nt,nt,nt,0.0%,0.1%,nt,0%,
CCSc1nnc(-c2ccccc2NC(C)=O)c(=O)[nH]1,-2.7%,3%,0.1%,2,5,i,2.3%,0.3%,5.2%,-1%,
C#CCOC(=O)CCCC(=O)Nc1ccccc1OC,-0.9%,9%,0.1%,-13,4,i,2.2%,0.2%,nt,5%,
O=[N+]([O-])c1ccc(C[n+]2cccc3ccc4cccnc4c32)cc1,-12%,13%,-1.2%,59*,50*,i,1.3%,1.5%,-2.2%,-11%,

# Next section; the last 3 above are carried over.
SMILES,XIAP antagonists,Large T inhibition,West Nile virus CPE,WT yeast gro inh,WT yeast gro inh mutant strain,Yfh1-off respiration,RSV CPE inhibition,UTI89 phage lysis,CSM14.1 death rescue,NS5 inhibitors,others
CCSc1nnc(-c2ccccc2NC(C)=O)c(=O)[nH]1,-2.7%,3%,0.1%,2,5,i,2.3%,0.3%,5.2%,-1%,
C#CCOC(=O)CCCC(=O)Nc1ccccc1OC,-0.9%,9%,0.1%,-13,4,i,2.2%,0.2%,nt,5%,
O=[N+]([O-])c1ccc(C[n+]2cccc3ccc4cccnc4c32)cc1,-12%,13%,-1.2%,59*,50*,i,1.3%,1.5%,-2.2%,-11%,
CCCCN(C(=O)CSc1nnc(Nc2ccccc2)s1)c1c(N)n(CCC)c(=O)[nH]c1=O,-1.5%,0%,nt,6,-3,i,0.8%,-0.1%,-0.6%,-1%,
CCN(CC)C(=O)C1CCCN(Cc2ccc(F)c(F)c2)C1 (stereo not drawn),2.0%,2%,0.4%,-6,-4,i,0.6%,-2.4%,-0.6%,2%,
O=C(CCc1nc(-c2ccccc2F)no1)NC1CCCCCC1,-1.9%,12%,-0.6%,-1,-10,i,7.0%,0.0%,-0.9%,nt,
C/C=C/c1cc(OC)c2c(c1)[C@H](C)[C@@H](c1ccc(O)c(OC)c1)O2,nt,6%,0.0%,nt,nt,i,5.2%,-1.2%,nt,-7%,
Cc1cc(=O)n2nc(N3CCCC(C(=O)NCc4ccccc4Cl)C3)sc2n1 (stereo not drawn),nt,8%,0.2%,nt,nt,nt,0.8%,-0.2%,nt,-3%,
COc1ccc(C(=O)Nc2ccc(N3CCN(C)CC3)cc2)cc1OC,nt,23%,-1.0%,nt,nt,nt,-2.7%,0.2%,nt,-7%,
COc1ccc(Cl)cc1NC(=O)CN(C)C(=O)c1ccc2c(c1)OCCO2,nt,20%,nt,nt,nt,nt,-1.3%,0.6%[50 µM],nt,-7%,
Cc1ccc(C(=O)O)cc1N1C(=O)c2cccc3cc(Br)cc(c23)C1=O,-7.0%,2%,nt,-15,1,nt,1.9%,-0.5%,-1.4%,-3%,
